Screening data as filed in PubChem BioAssay.
KAT2A inh – inhibitors of human GCN5L2 histone acetyltransferase; Q92830; GCN5L2 HAT assay, ThioGlo1 CoA-SH fluorescence; Potency, µM (top dose mostly 58.9 µM), inactives show at the highest dose activity change, negative = inhibition, most hits filed as inhibitors; 390,000 compounds, 0.21% hits; AID 504327
Target sequence (Q92830 whole entry, looked up): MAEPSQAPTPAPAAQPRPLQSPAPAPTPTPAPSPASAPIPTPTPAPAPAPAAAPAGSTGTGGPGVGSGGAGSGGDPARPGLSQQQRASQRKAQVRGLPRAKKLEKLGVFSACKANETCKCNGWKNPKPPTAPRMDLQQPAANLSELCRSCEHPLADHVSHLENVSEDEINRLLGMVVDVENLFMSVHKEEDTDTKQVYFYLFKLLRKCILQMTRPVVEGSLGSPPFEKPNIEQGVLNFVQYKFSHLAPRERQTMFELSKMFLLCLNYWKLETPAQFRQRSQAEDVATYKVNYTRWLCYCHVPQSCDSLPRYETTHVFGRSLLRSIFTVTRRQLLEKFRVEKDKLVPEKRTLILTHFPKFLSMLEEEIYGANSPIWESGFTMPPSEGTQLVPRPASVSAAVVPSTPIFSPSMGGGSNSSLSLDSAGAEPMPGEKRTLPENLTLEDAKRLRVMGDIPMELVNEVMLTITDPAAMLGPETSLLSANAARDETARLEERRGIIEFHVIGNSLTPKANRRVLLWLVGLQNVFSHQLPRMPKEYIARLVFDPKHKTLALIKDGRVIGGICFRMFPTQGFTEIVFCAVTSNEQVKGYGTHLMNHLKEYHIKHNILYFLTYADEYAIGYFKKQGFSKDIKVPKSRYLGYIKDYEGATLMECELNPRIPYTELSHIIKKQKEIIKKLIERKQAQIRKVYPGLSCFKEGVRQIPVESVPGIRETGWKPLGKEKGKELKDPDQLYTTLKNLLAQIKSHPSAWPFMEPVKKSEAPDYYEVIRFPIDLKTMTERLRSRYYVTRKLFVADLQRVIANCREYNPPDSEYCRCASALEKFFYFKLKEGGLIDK
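qHTS, 1536-well. 20nM enzyme, pH 7.5 HEPES/EDTA/Tween-20 buffer; 15 min compound preinc., RT. Start: 75uM H3(1-25), 70uM AcCoA, 50uM ThioGlo1. Read Ex340/Em540 at t=0 (autofluorescence flag) and t=20 min.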
TDP1 cell CPT – growth inhibition of DT40 Tdp1-/-;hTDP1 cells with camptothecin (screen for TDP1 inhibitors) | chicken DT40 Tdp1-/-;hTDP1 cells + 20 nM CPT, ATP luminescence, 48 h | 420,000 compounds, 12% hits | Potency, µM (doses to about 46.2 µM), without a hit: at the top dose activity change, negative = growth inhibition, hits mostly inhibitors; further: nearly all actives have a fitted effect of over 55% in size
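Chicken DT40 Tdp1-/- cells complemented with human TDP1, 400 cells/well, exposed to compounds plus 20 nM camptothecin for at least 48 h at 37 C; viability read as ATP content by CellTiter-Glo luminescence.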
DT40 TDP1 no CPT – qHTS for Inhibitors of human tyrosyl-DNA phosphodiesterase 1 (TDP1): qHTS in cells in absence of CPT; DT40 Tdp1-/- hTDP1 cells, no CPT, ATP luminescence, 48 h; Potency, µM (series often up to 46.2 µM), for the others: at the top dose activity change, negative = growth inhibition, usual class: inhibitors; 420,000 compounds, 15% hits; AID 686978, 2013; further: nearly all actives have a fitted effect of over 55% in size
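DT40 Tdp1-/-;hTDP1 cells, no CPT (DMSO vehicle only), 400 cells/well; compounds pin-transferred; ≥48 hr, 37 °C; CellTiter-Glo 30 min RT dark, luminescence read.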
* hit, by the source's call; & = joins results of further samples; [ ] = another dose, or the depositor's remark. The call rests on the fitted dose curve; in most records, active means well fitted curve in the direction sought with a large enough effect; inconclusive means small, poorly fitted or top-dose-only effect, or another doubt; inactive means no such curve, though single readings can be large; an effect the other way counts as inactive or inconclusive. On the % scale 0 is the no-effect control and ±100 the full control effect; potency means the concentration at half of the fitted maximal effect.

Start of the data: the first 2 compounds, to show the layout:
Screening CC12CCC(C(=O)NCc3ccccc3Cl)(C(Br)C1=O)C2(C)C (configuration not stated) returned KAT2A inh -3.6%, TDP1 cell CPT 3.0% and DT40 TDP1 no CPT inconclusive.
For COCCOC(=O)C1=C(C)Nc2ncnn2C1c1ccccc1 (configuration not stated) the results were KAT2A inh 1.8%, TDP1 cell CPT -14.6% and DT40 TDP1 no CPT -4.9%.

Results, from the start:
Screening CC12CCC(C(=O)NCc3ccccc3Cl)(C(Br)C1=O)C2(C)C (configuration not stated) returned KAT2A inh -3.6%, TDP1 cell CPT 3.0% and DT40 TDP1 no CPT inconclusive.
For COCCOC(=O)C1=C(C)Nc2ncnn2C1c1ccccc1 (configuration not stated) the results were KAT2A inh 1.8%, TDP1 cell CPT -14.6% and DT40 TDP1 no CPT -4.9%.
`O=c1c2ccccc2nc(SCc2cccc(F)c2)n1C1CCCC1` gave KAT2A inh -18.5%, TDP1 cell CPT inconclusive and DT40 TDP1 no CPT inconclusive.
For COc1ccc(N2CCN(CC(=O)Nc3nc4c(s3)CC(C)CC4)CC2)cc1 (configuration not stated) the results were KAT2A inh -3.9%, TDP1 cell CPT inconclusive and DT40 TDP1 no CPT inconclusive.
Screening CCOc1ccc(NC(=O)NCCN2CCN(c3ccccc3F)CC2)cc1 returned KAT2A inh 13.3%&-8.5%, TDP1 cell CPT inconclusive and DT40 TDP1 no CPT inconclusive.
For Cc1ccc(NC(=O)C2CCCN(C(=O)c3ccc(Cl)cc3)C2)c(C)c1 (configuration not stated) the results were KAT2A inh -2.6%, TDP1 cell CPT 0.4% and DT40 TDP1 no CPT -9.5%.
`CCN1CCN(Cc2ccc(NC(=O)c3cc(NC(=O)c4cnn(-c5ccccc5)c4N)cc(OC)c3)cc2C(F)(F)F)CC1` gave KAT2A inh -4.6%, TDP1 cell CPT 20.6µM* and DT40 TDP1 no CPT 20.6µM*.
For Cc1c(C)n2c(SCC(=O)NC3CCCCC3)nnc2[nH]c1=O the results were KAT2A inh -5.6%, TDP1 cell CPT 7.4% and DT40 TDP1 no CPT -2.9%.
For C[C@H](CO)N1C[C@H](C)[C@@H](CN(C)Cc2ccccc2)Oc2ccc(NC(=O)CCCCCC(=O)Nc3ccccc3N)cc2C1=O the results were KAT2A inh 3.2%, TDP1 cell CPT inconclusive and DT40 TDP1 no CPT inconclusive.
`Cc1nc2cccnc2n1-c1cccc(C(=O)N2CCN(c3ccc(Cl)cc3)CC2)c1` gave KAT2A inh -3.3%, TDP1 cell CPT 5.8µM* and DT40 TDP1 no CPT 2.59µM*.
For COc1ccccc1COc1cccn2c(N(C)C(=O)CCC3CCCC3)c(C)nc12 the results were TDP1 cell CPT 18.4µM* and DT40 TDP1 no CPT 14.6µM*.
Screening Cc1cc(C)c(NC(=O)CSc2nc3ccc(NC(=O)CSc4nnnn4-c4ccccc4)cc3s2)c(C)c1 returned KAT2A inh 1.2%, TDP1 cell CPT inconclusive and DT40 TDP1 no CPT inconclusive.
Screening COc1ccc(CNC(=O)c2ccc(NC(=O)N3CCSc4ncccc43)cc2)cc1OC returned KAT2A inh -0.5%, TDP1 cell CPT -10.9% and DT40 TDP1 no CPT -1.8%.
`CC(=O)Nc1nc(S(=O)(=O)c2ccc(C)cc2)c(Cl)s1` gave KAT2A inh -8.4%, TDP1 cell CPT -20.5% and DT40 TDP1 no CPT -21.7%.
For COc1cccc(CNC(=O)C2CCCN(S(=O)(=O)c3cccc4nonc34)C2)c1 (configuration not stated) the results were KAT2A inh 0.0%, TDP1 cell CPT inconclusive and DT40 TDP1 no CPT -25.6%.
COc1ccccc1C(=O)NCCC(=O)NC1CCC(C)CC1 (configuration not stated) was read as KAT2A inh -7.2%, TDP1 cell CPT -0.2% and DT40 TDP1 no CPT -15.3%.
For CCOC(=O)c1[nH]c(C)c(C(=O)N2CCN(c3ccccc3OC)CC2)c1C the results were KAT2A inh -2.9%, TDP1 cell CPT inconclusive and DT40 TDP1 no CPT inconclusive.
For O=C(O)c1cc(NC(=S)NC(=O)C(c2ccccc2)c2ccccc2)ccc1Cl the results were KAT2A inh 2.8%, TDP1 cell CPT 21.2% and DT40 TDP1 no CPT 10.8%.
CCN1CCN(C(=O)CSc2nc3c(c(=O)n(C)c(=O)n3C)n2C)CC1 was read as KAT2A inh -4.5%, TDP1 cell CPT 1.5% and DT40 TDP1 no CPT -15.1%.
Screening CCCCCCOC(=O)C1(O)CC2OC1(C)n1c3ccccc3c3c4c(c5c6ccccc6n2c5c31)C(=O)NC4 (configuration not stated) returned KAT2A inh -19.8%, TDP1 cell CPT inconclusive and DT40 TDP1 no CPT inconclusive.
CCOc1ccc(NC(=O)Cn2nnc(-c3ccccc3NC(=O)c3cccs3)n2)cc1 was read as KAT2A inh 3.7%[0.501 µM], TDP1 cell CPT inconclusive and DT40 TDP1 no CPT inconclusive.
`COc1cc(CNc2nc3ccccc3n2Cc2ccccc2)ccc1O` gave TDP1 cell CPT -29.7% and DT40 TDP1 no CPT inconclusive.
For COc1ccc(C(=O)Nc2nc3n(n2)C(c2ccccc2)C=C(c2ccccc2)N3)cc1 (configuration not stated) the results were KAT2A inh -7.5%, TDP1 cell CPT 18.4µM* and DT40 TDP1 no CPT inconclusive.
`Cc1onc(-c2c(F)cccc2Cl)c1C(=O)NCc1ccc(F)cc1` gave KAT2A inh 16.2%, TDP1 cell CPT -18.7% and DT40 TDP1 no CPT inconclusive.
Screening COc1ccc(CCN2CC(C(=O)N(C)CCn3nc(C)cc3C)CCC2=O)cc1 (configuration not stated) returned KAT2A inh -18.1%, TDP1 cell CPT 9.6% and DT40 TDP1 no CPT 4.3%.
Screening O=[N+]([O-])c1ccc(N2CCCC2)nc1 returned KAT2A inh 2.8%, TDP1 cell CPT 0.2% and DT40 TDP1 no CPT -10.3%.
CCOC(=O)[C@]12CCCC=C1N(CCC1=CCCCC1)C(=O)[C@H](CC(=O)N1CCN(C(=O)C3CC3)CC1)C2 was read as TDP1 cell CPT inconclusive and DT40 TDP1 no CPT inconclusive.
Screening CCOC(=O)C1=C(C)N(CCCCCC(=O)O)C(=O)NC1c1ccccc1OS(=O)(=O)c1ccc(C)cc1 (configuration not stated) returned TDP1 cell CPT -24.0% and DT40 TDP1 no CPT 3.6%.
For N#Cc1c(-c2ccccc2)nc(SCC(=O)Nc2ccccc2)[nH]c1=O the results were KAT2A inh -1.4%, TDP1 cell CPT 16.2% and DT40 TDP1 no CPT -4.3%.
For O/N=C/C1=C(Cl)c2ccccc2CC1 the results were KAT2A inh -2.2%, TDP1 cell CPT -9.3% and DT40 TDP1 no CPT -16.4%.
`Cc1cccc(NS(=O)(=O)c2cccc(C(=O)N3CC(C)OC(C)C3)c2)c1` (configuration not stated) gave KAT2A inh -1.6%, TDP1 cell CPT -29.5% and DT40 TDP1 no CPT inconclusive.
COc1ccc(-c2nc(Cn3c(=O)cc(-c4ccccc4)c4c(C)nn(C)c43)c(C)o2)cc1OC was read as KAT2A inh -9.8%, TDP1 cell CPT inconclusive and DT40 TDP1 no CPT inconclusive.
Screening COC(=O)N/N=C/c1ccc([N+](=O)[O-])s1 returned KAT2A inh -3.5%, TDP1 cell CPT 13µM* and DT40 TDP1 no CPT 14.6µM*.
Screening CCOc1ccccc1Oc1cn[nH]c1-c1ccc(OCC(=O)NN)cc1O returned KAT2A inh -6.7%, TDP1 cell CPT 0.1% and DT40 TDP1 no CPT -20.5%.
Screening CC1(C)CC(=O)c2cc(-c3nc(-c4ccc(Cl)cc4)cs3)c(=O)[nH]c2C1 returned KAT2A inh 2.2%, TDP1 cell CPT inconclusive and DT40 TDP1 no CPT 0.5%.
For O=C(NCCc1ccncc1)Nc1ccc(Cl)cc1 the results were KAT2A inh -9.3%, TDP1 cell CPT -7.4% and DT40 TDP1 no CPT -22.6%.
COc1ccc(C(=O)C2CCCN(Cc3nc4ccccc4nc3C)C2)cc1OC (configuration not stated) was read as KAT2A inh -4.0%, TDP1 cell CPT -22.6% and DT40 TDP1 no CPT inconclusive.
For O=C(NCc1cccnc1)c1csc([C@@H]2O[C@H](CO)[C@H](O)[C@H](O)[C@H]2O)n1 the results were TDP1 cell CPT 5.0% and DT40 TDP1 no CPT -8.4%.
For CSCCC(NC(=O)c1ccco1)C(=O)N1CCC(C(N)=O)CC1 (configuration not stated) the results were KAT2A inh 0.8%, TDP1 cell CPT 16.5% and DT40 TDP1 no CPT 12.3%.
Screening Cc1nc(=O)c(-c2ccccc2)c(C)n1-c1ccccc1Cl returned TDP1 cell CPT 2.7% and DT40 TDP1 no CPT -11.5%.
CCN(C(=O)COC(=O)c1cc2c(s1)CCCCC2)C1CCS(=O)(=O)C1 (configuration not stated) was read as KAT2A inh -16.8%, TDP1 cell CPT -3.8% and DT40 TDP1 no CPT -14.9%.
CCc1nc(CN2CCN(Cc3ccc(F)c(F)c3)C(CCO)C2)c(C)[nH]1 (configuration not stated) was read as KAT2A inh 10.4%, TDP1 cell CPT -1.1% and DT40 TDP1 no CPT -0.8%.
`CC(=O)N[C@@H](Cc1c[nH]c2ccccc12)C(=O)OCC(=O)Nc1ccc2c(c1)OCO2` gave TDP1 cell CPT inconclusive and DT40 TDP1 no CPT inconclusive.
For CC(=O)c1cccc(NC(=O)c2cccc(NC(=O)c3ccco3)c2)c1 the results were KAT2A inh 8.6%, TDP1 cell CPT -2.9% and DT40 TDP1 no CPT -7.2%.
Fc1ccc(-n2cc(-c3ccccc3)c3c(N4CCOCC4)ncnc32)cc1 was read as KAT2A inh -23.3%, TDP1 cell CPT 20.6µM* and DT40 TDP1 no CPT 20.6µM*.
CCCCNC(=O)C1CCCN1S(=O)(=O)c1cccc2nsnc12 (configuration not stated) was read as KAT2A inh -12.8%, TDP1 cell CPT -12.7% and DT40 TDP1 no CPT 0.4%.
For COCc1cc(C)nc(N2CCNCC2)c1C#N the results were KAT2A inh -17.8%, TDP1 cell CPT -12.8% and DT40 TDP1 no CPT 15.2%.
Cc1ccc(NC(=O)CNC(=O)Cc2cccc3ccccc23)nc1 was read as KAT2A inh -8.8%, TDP1 cell CPT -16.2% and DT40 TDP1 no CPT -3.2%.
CC(C)(C)c1cc(C(=O)NNS(=O)(=O)c2ccccc2)n[nH]1 was read as KAT2A inh -7.3%, TDP1 cell CPT inconclusive and DT40 TDP1 no CPT inconclusive.
For Cn1cccc1C(=O)C(=O)Nc1cc(Cl)cc(Cl)c1 the results were KAT2A inh 0.2%, TDP1 cell CPT 16.4µM* and DT40 TDP1 no CPT 14.6µM*.
CCc1ccc(N2C(=O)C(Cl)=C(N3CCOCC3)C2=O)cc1 was read as KAT2A inh -5.4%, TDP1 cell CPT inconclusive and DT40 TDP1 no CPT -24.9%.
O=C(Nc1cccc(C(F)(F)F)c1)c1csc([C@@H]2O[C@H](CO)[C@@H](O)[C@H]2O)n1 was read as TDP1 cell CPT inconclusive and DT40 TDP1 no CPT inconclusive.
Screening O=C(CSc1nc2[nH]ncc2c(=O)[nH]1)Nc1cc(C(F)(F)F)ccc1Cl returned TDP1 cell CPT -21.3% and DT40 TDP1 no CPT inconclusive.
COc1cccc(-c2nnn(CC(=O)N(CC(C)C)C3CCS(=O)(=O)C3)n2)c1 (configuration not stated) was read as KAT2A inh -5.9%, TDP1 cell CPT 10.5% and DT40 TDP1 no CPT -21.4%.
For Nc1c([N+](=O)[O-])cc2c3c(cccc13)CC2 the results were TDP1 cell CPT -89.5% and DT40 TDP1 no CPT -77.8%.
`COc1ccc2nc(NC(=O)CSc3nc(C)cc(=O)[nH]3)sc2c1` gave KAT2A inh -0.4%, TDP1 cell CPT -24.9% and DT40 TDP1 no CPT inconclusive.

An excerpt from above in order of number of heavy atoms, rising:
For COCc1cc(C)nc(N2CCNCC2)c1C#N the results were KAT2A inh -17.8%, TDP1 cell CPT -12.8% and DT40 TDP1 no CPT 15.2%.
CCc1ccc(N2C(=O)C(Cl)=C(N3CCOCC3)C2=O)cc1 was read as KAT2A inh -5.4%, TDP1 cell CPT inconclusive and DT40 TDP1 no CPT -24.9%.
CCN(C(=O)COC(=O)c1cc2c(s1)CCCCC2)C1CCS(=O)(=O)C1 (configuration not stated) was read as KAT2A inh -16.8%, TDP1 cell CPT -3.8% and DT40 TDP1 no CPT -14.9%.
